UPR XBP1 act: activators of adaptive XBP1 UPR arm, primary screen, cell-based, CHO-XBP1 luciferase reporter, luminescence, uHTS | activation, % at 20 µM | IRE1-XBP1 UPR activation; percent of tunicamycin response, DMSO as zero | 330,000 tested, 0.33% active;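 active = versus positive control, 20 µM dose yields 30% or more activation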;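 note: 100% = tunicamycin at 10 µg/mL and 0% = DMSO only wells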
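Material: IRE1-XBP1 luciferase reporter CHO line / Quantity: one thousand reporter cells per well / Buffer or medium: F12 with 10% serum / Compound: 20 µM single concentration, DMSO 1% / Times: 6 h treatment, 37 °C / Detection: Steady-Glo luciferase glow luminescence, 10 min after reagent addition / Benchmarks: tunicamycin high, DMSO low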
UPR CHOP act: activators of apoptotic CHOP UPR arm, primary screen, cell-based, CHO-CHOP luciferase reporter, luminescence, uHTS | AID 449763, 2010 | 330,000 tested, 0.34% active | activation, % at 10 µM | UPR activation; percent of tunicamycin response over DMSO baseline;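 active = at 10 µM dose, activation of 40% or more, normalized to positive control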;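 note: 100% = tunicamycin at 10 µg/mL and 0% = DMSO alone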
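Test system: CHO CHOP reporter cells. Input: 500 CHO-CHOP cells per well. Medium: F12 with 10% FBS. Technique: luciferase luminescence. Measure: percent activation relative to tunicamycin control. Dosing: 10 µM compound, 0.5% DMSO. Timing: 16-18 h cell attachment, then 6 h compound exposure, 37 °C.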
tim23-1 inh: growth inhibitors of tim23-1 mutant yeast, primary screen, luminescence, uHTS. inhibition, % at 20 µM. AID 463212, 2010. S. cerevisiae tim23-1 growth, BacTiter-Glo luminescence, 24 h. 330,000 tested, 1.3% active;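 active = growth inhibition of the mutant yeast at or above 50%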;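 note: temperature-sensitive mutant grown at 25 °C; plate controls were DMSO-treated mutant yeast for no effect and medium wells lacking yeast for full effect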
NR3A LBD binder: binders of NR3A ligand-binding domain, primary screen, biophysical, differential scanning fluorimetry, uHTS | NR3A LBD differential scanning fluorimetry, Tm shift; 0% = protein alone, 100% = glycine-bound protein | 340,000 tested, 2.5% active | Glutamate receptor ionotropic, NMDA 3A (GRIN3A) ligand-binding domain | Tm shift relative to glycine control, % at 25 µM | AID 1259313, 2017;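 active = melting temperature shift of at least 10% of the positive control shift, at one fixed dose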
Mdm2 MdmX PPI: inhibitors of human Mdm2-MdmX association, primary screen, cell-based, luminescence, split luciferase, SaOS-2, uHTS | AID 485346, 2010 | 330,000 tested, 3% active | SaOS-2 split-luciferase Mdm2/MdmX complementation | inhibition, % at 8 µM | Protein Mdm4 (Homo sapiens) + E3 ubiquitin-protein ligase Mdm2 (Homo sapiens), …;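 active = inhibition of at least 50% at 8 µM in the primary screen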
Target sequence (O15151 whole entry, looked up): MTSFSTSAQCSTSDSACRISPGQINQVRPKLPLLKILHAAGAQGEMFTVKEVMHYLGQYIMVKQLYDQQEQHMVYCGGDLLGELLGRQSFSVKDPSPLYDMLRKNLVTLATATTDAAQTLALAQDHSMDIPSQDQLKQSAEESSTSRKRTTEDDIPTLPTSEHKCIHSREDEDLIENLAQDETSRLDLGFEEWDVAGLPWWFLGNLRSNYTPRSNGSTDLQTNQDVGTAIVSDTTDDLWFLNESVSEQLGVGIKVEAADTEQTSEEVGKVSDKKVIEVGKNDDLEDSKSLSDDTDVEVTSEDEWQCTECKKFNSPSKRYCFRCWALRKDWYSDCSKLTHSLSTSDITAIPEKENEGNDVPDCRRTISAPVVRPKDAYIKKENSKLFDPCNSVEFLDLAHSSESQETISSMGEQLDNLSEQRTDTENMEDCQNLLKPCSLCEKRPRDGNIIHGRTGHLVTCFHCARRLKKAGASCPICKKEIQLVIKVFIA
Target sequence (Q00987 whole entry, looked up): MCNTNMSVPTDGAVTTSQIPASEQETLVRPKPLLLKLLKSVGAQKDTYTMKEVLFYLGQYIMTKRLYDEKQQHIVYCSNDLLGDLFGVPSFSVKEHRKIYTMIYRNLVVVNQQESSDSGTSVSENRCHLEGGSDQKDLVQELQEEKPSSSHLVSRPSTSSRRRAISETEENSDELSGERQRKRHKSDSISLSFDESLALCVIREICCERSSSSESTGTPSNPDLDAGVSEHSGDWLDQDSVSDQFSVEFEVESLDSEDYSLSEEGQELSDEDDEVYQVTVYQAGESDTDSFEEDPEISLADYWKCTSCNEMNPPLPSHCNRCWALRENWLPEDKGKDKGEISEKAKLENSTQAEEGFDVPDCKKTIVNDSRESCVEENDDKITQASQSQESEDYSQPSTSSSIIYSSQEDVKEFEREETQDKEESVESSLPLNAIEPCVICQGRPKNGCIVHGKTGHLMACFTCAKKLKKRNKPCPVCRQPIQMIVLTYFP
APJ ag: agonists of human apelin receptor APJ, primary screen, CHO-K1 cells, PathHunter beta-arrestin, luminescence; AID 2520, 2010; P35414; activation, % at 20 µM; 330,000 tested, 0.11% active; 0% DMSO wells, 100% apelin;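 active = activation more than six SD over the plate average, tested at 20 µM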;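 note: 0% = DMSO alone and 100% = apelin-13 at 10 nM; some results filed as inactive read as strong as hits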
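Incubation: overnight seeding, 90 min compound at 25 °C, 1 h detection; test system: PathHunter CHO-K1 APJ (AGTRL-1) beta-arrestin reporter cells; amount: 1000 cells/well; doses: one dose, 20 µM compound, 1% DMSO; measured by: beta-gal luminescence; measure: agonist-driven arrestin binding to APJ; benchmarks: negative DMSO alone, positive Apelin-13 at 10 nM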
tim10-1 inh: growth inhibitors of tim10-1 mutant yeast, primary screen, luminescence, uHTS. S. cerevisiae tim10-1 ts strain growth, BacTiter-Glo, 24 h. inhibition, % at 20 µM. 330,000 tested, 2.2% active;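 active = inhibition of at least 40%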;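 note: mutant grown at 25 °C; 0% = DMSO wells with yeast and 100% = wells holding no yeast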
NLRP3 yeast inh: NALP3 inflammasome inhibitors in reconstituted yeast, primary screen, luminescence, uHTS. inhibition, % at 10 µM. 330,000 tested, 0.39% active. AID 2825, 2010. Yeast reconstituted NLRP3/ASC/caspase-1, beta-gal luminescence, 24 h;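 active = inhibition of 50% or more; inactive = inhibition below 50%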;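 note: plate controls were induced DMSO wells for no effect and uninduced yeast grown without galactose for full effect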
TIM10 inh: growth inhibitors of isogenic TIM10 control yeast, primary screen, counter-screen for tim10-1 yeast inhibitor project, luminescence, uHTS. 330,000 tested, 1.4% active. S. cerevisiae TIM10 strain growth, BacTiter-Glo luminescence, 24 h. inhibition, % at 10 µM. AID 463195, 2010;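 active = inhibition of 40% or more at the single tested concentration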;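 note: wild-type TIM10 isogenic control strain grown at permissive 25 °C; 0% = DMSO yeast wells and 100% = minimal medium wells without yeast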
Numbers without * were called inactive.

SMILES | UPR XBP1 act | UPR CHOP act | tim23-1 inh | NR3A LBD binder | Mdm2 MdmX PPI | APJ ag | tim10-1 inh | NLRP3 yeast inh | TIM10 inh
COC(=O)/C(=C/c1ccccc1)NC(=O)c1ccco1 | -2 | 0.9 | 2 | -4 | 11 | -3 | 6 | -2 | 4
COc1ccc(OC)c(S(=O)(=O)Nc2ccc(C)c(C)c2)c1 | 1 | 0.8 | 10 | 2 | -7 | -4 | 16 | 14 | 10
COc1cc(/C=C(/Sc2nnc(-c3ccc(F)cc3)o2)C(=O)O)ccc1OC(F)F | -1 | 0.5 | 7 | 4 | 30 | -5 | 20 | 21 | 24
CCNc1c(NS(=O)(=O)c2ccc(F)c(Cl)c2)c(=O)oc2ccccc12 | 2 | 2.8 | 1 | -1 | -7 | 0 | -19 | 13 | 8
CCOC(=O)c1c(NC(=O)COc2ccccc2)sc2c1CC(C)(C)NC2(C)C | 11 | -1.4 | 9 | -4 | 77* | -1 | 15 | 31 | 21
Cc1cc(C(C)(C)C)cc(C)c1C[n+]1ccc2ccccc2c1 | -1 | -2.2 | 1 | -2 | 51* | -3 | 5 | 11 | -25
O=C(C[n+]1cc(Br)cc(Br)c1)c1ccc(-c2ccccc2)cc1 | -4 | 1.5 | 12 | 1 | -8 | -2 | 20 | 34 | -23
CC(=O)N1CCN(c2ccc(Oc3ncnc4sccc34)cc2)CC1 | 0 | -1.2 | 20 | 1 | 29 | 0 | 19 | 4 | 21
Cc1snc(SCc2ccc(Cl)cc2)c1C#N | -2 | 0.4 | 1 | 0 | 5 | -3 | -5 | 52* | 5
O=C1NC2(CCCCC2)C(=O)N1Cc1cccc(C(F)(F)F)c1 | 0 | 0.8 | 29 | -1 | -4 | -2 | 21 | 18 | 14
CCCCn1c(SCc2ccccn2)nc2c1c(=O)n(C)c(=O)n2C | 1 | -2.2 | 17 | 2 | 9 | -7 | 17 | -5 | 8
CC(C)Cc1nc2oc3c(=O)[nH]cnc3c2c2c1CCC2 | -1 | -0.5 | 15 | -1 | 29 | -7 | 27 | -10 | 28
CCCc1cc(C(=O)Nc2sc(C(C)=O)c(C)c2C(=O)OCC)no1 | 2 | 1.2 | 9 | -1 | -9 | -7 | -32 | -7 | -13
CCCCOC(=O)NC1CCS(=O)(=O)C1 (centres undefined) | 1 | -1.3 | -7 | 2 | 13 | -5 | 11 | 7 | -1
CCC1CCCCN1CCCNC(=O)c1ccc(N2CCOCC2)c(NS(=O)(=O)c2ccc(OC)cc2)c1 (centres undefined) | -1 | 0.4 | 10 | 2 | 17 | 1 | 6 | 11 | 1
CC(=O)c1cc(C)ccc1OC(=O)c1ccco1 | -3 | 2.2 | 10 | -1 | -10 | -1 | 20 | 12 | 16
COc1ccc(C(=O)COC(=O)CCS(=O)(=O)c2ccc(C)cc2)c(OC)c1 | -1 | -1.6 | 31 | 2 | 2 | -7 | 27 | 20 | 15
CCc1cccc(NC(=O)Cn2c(-c3ccccc3)cc(C(C)=O)c2C)c1 | -1 | -1.4 | -2 | 5 | 28 | -3 | 16 | 0 | 12
Cc1cccc(NC(=O)N2CCCC(CNC(=O)c3ccccc3Cl)C2)c1C (centres undefined) | -1 | 0.9 | 12 | 0 | 9 | -6 | 22 | 4 | 9
Cn1c(=O)c2c(nc(NC(Cc3ccccc3)C(=O)O)n2Cc2ccccc2)n(C)c1=O (centres undefined) | 0 | -1.2 | 19 | -2 | -13 | 3 | 5 | -6 | 9
O=C(NCCOc1ccccc1Cl)C(=O)c1c[nH]c2ccccc12 | -2 | 5.2 | 18 | -1 | -13 | 0 | -24 | 26 | 23
Cc1ccc(C(=O)Nc2ncc(Cc3ccc(F)cc3)s2)o1 | 1 | 2.2 | 38 | 0 | -161 | -2 | 12 | 21 | 40
COc1ccc(CCNc2nnc(C)c(=O)[nH]2)cc1OC | 0 | -1.2 | 8 | -1 | -4 | -2 | 11 | 2 | 11
C=CCn1c(C(O)c2ccccc2)nc2ccccc21 (centres undefined) | 2 | 2.1 | 18 | 1 | 9 | -2 | 10 | 18 | -3
Cc1nc(SCC(=O)Nc2ccc3c(c2)OCO3)c(C#N)c2c1CCCC2 | 4 | -1.1 | -6 | 0 | 10 | -3 | -6 | 21 | -12

Some of these compounds in order of their number in Mdm2 MdmX PPI, falling:
SMILES,UPR XBP1 act,NR3A LBD binder,Mdm2 MdmX PPI,NLRP3 yeast inh
CCOC(=O)c1c(NC(=O)COc2ccccc2)sc2c1CC(C)(C)NC2(C)C,11,-4,77*,31
Cc1cccc(NC(=O)N2CCCC(CNC(=O)c3ccccc3Cl)C2)c1C (centres undefined),-1,0,9,4
CCCc1cc(C(=O)Nc2sc(C(C)=O)c(C)c2C(=O)OCC)no1,2,-1,-9,-7
Cc1ccc(C(=O)Nc2ncc(Cc3ccc(F)cc3)s2)o1,1,0,-161,21

Next part:
SMILES | UPR XBP1 act | UPR CHOP act | tim23-1 inh | NR3A LBD binder | Mdm2 MdmX PPI | APJ ag | tim10-1 inh | NLRP3 yeast inh | TIM10 inh
O=C(CC(c1ccccc1)c1ccccc1O)NCCN1CCOCC1 (centres undefined) | 2 | 0.1 | -3 | 0 | -7 | 4 | 7 | 10 | -6
CC(NC(=O)C1CCN(S(=O)(=O)c2cccc3cccnc23)CC1)c1ccccc1 (centres undefined) | -3 | -0.1 | -5 | -2 | 18 | 2 | -7 | 1 | 2
CN1C2CCC1CC(NC(=O)c1ccc([N+](=O)[O-])cc1)C2 (centres undefined) | 0 | -0.6 | 15 | -3 | -20 | -3 | -1 | 3 | 12
Cc1ccc(-n2c(SCC(=O)OC(C)C)nnc2-c2ccco2)cc1 | 3 | -1.9 | 25 | 1 | 0 | -4 | 6 | 14 | 17
O=S(=O)(Nc1cccc(-c2cn3c(n2)SCC3)c1)c1ccccc1 | -5 | -1.5 | -1 | -3 | 8 | 5 | -10 | 12 | 7
CCOC(=O)C(/C(C)=N/NC(=O)c1ccccc1[N+](=O)[O-])C(C)C (centres undefined) | 1 | -1.1 | 17 | 3 | 0 | -3 | 4 | 16 | 6
CCN(CC)CCNC(=O)CCc1nnc2ccc(N3CCC(C)CC3)nn12 | -2 | -0.1 | 15 | 0 | -25 | -2 | 13 | -1 | 10
COc1ccc(/C=c2/sc3nc(-c4ccccc4)c(-c4ccccc4)n3c2=O)cc1 | 0 | 0.7 | 13 | -2 | 29 | -4 | 5 | -21 | 7
Cc1cc(Cn2nc(-c3ccccc3)cc2C(=O)NCC2CC2)on1 | 2 | 0.5 | 38 | -1 | 14 | -7 | 22 | 10 | 3
Cc1ccc(NC(=O)CSc2nnc(-c3cc(C)[nH]n3)n2N)cc1 | -2 | 0.7 | -11 | -2 | 6 | 2 | 3 | 15 | -6
COCCOC(=O)c1c(C)n(C)c2ccc(OC(=O)C3CC3)cc12 | 5 | 0.6 | 17 | 1 | -10 | -5 | 33 | 17 | 9
Cc1cc(F)ccc1NC(=O)c1cc(S(=O)(=O)N2CCc3ccccc32)cn1C | -5 | 0.7 | 7 | -4 | 9 | 3 | 4 | -1 | -6
O=C(O/N=C(/c1ccccc1)c1ccncc1)c1ccc(F)cc1 | -2 | 0.1 | 25 | -1 | -11 | -2 | 40 | 5 | 2
O=C(OCC(=O)N1CCCCC1)c1c[nH]c(=O)[nH]c1=O | -1 | -0.9 | 2 | -1 | 18 | 2 | -1 | 9 | -19
COc1ccccc1CNC(=S)NCc1ccc(F)cc1 | -1 | 0.2 | 17 | -1 | -6 | 11 | 31 | 8 | 21
C/C=C(/C)C(=O)O[C@@H]1[C@H](OC(C)=O)c2c(ccc3ccc(=O)oc23)OC1(C)C | -1 | 0.3 | 41 | -4 | -36 | -2 | 28 | -7 | 16
CCCn1c(C)cc(C(=O)CN2C(=O)c3ccccc3C2=O)c1C | 3 | 2.1 | 33 | 0 | 21 | -5 | -14 | 3 | 2
COCCCNC(=S)NC(=O)c1ccc(C)cc1 | -1 | 1.1 | 1 | -5 | -54 | -5 | 3 | 8 | 10
CC(NC(=O)COC(=O)c1ccc(Cl)cc1O)c1ccc(F)cc1 (centres undefined) | 0 | 0.7 | 4 | 3 | 18 | 3 | -7 | 15 | 12
Cn1c(=O)n(CC(N)=O)c(=O)c2c1nc1n2CCCN1Cc1ccccc1 | -4 | 0.2 | 1 | 0 | -34 | -1 | 10 | 5 | 11
Cc1cccc(-n2cc(CN3CCCN(C=O)CC3)c(-c3cccc(F)c3)n2)c1 | 0 | 3.9 | 42 | 0 | -21 | 2 | 24 | 13 | 27
Nc1c(C(=O)NCc2ccc3c(c2)OCO3)nnn1Cc1ccc(Br)cc1 | 1 | 0.4 | -17 | 0 | 14 | -1 | -9 | 3 | -48
CCc1ccc(OCC(=O)Nc2nnc(-c3ccco3)s2)cc1 | -1 | 1.1 | 22 | 0 | 10 | -1 | 14 | 13 | 9
Cc1cccc(N2C(=O)CCC2=O)n1 | -2 | -0.9 | 8 | -7 | 18 | -2 | 10 | 11 | -3
COc1ccc(NC(=O)c2ccc(C#N)cc2)cc1NS(=O)(=O)c1ccc(F)cc1 | -1 | -0.3 | -2 | 0 | -17 | -3 | 11 | 5 | 21
More entries
SMILES | UPR XBP1 act | UPR CHOP act | tim23-1 inh | NR3A LBD binder | Mdm2 MdmX PPI | APJ ag | tim10-1 inh | NLRP3 yeast inh | TIM10 inh
COc1cc([N+](=O)[O-])ccc1NC(=O)Nc1cccnc1 | -2 | -1.3 | -3 | -5 | -7 | 0 | -1 | 19 | -2
COc1ccc(NS(=O)(=O)c2cccc(NC(=O)CCC(=O)c3ccc(Cl)cc3)c2)cc1 | -2 | 4.4 | -1 | 26* | 31 | 4 | 11 | 10 | -2
COc1ccc(N2C(=O)CN(Cc3cc(OC)c(OC)c(OC)c3)C2=S)cc1 | -3 | -1.5 | 29 | -3 | -33 | 1 | 30 | 4 | 24
CC(NC(=O)c1ccccc1Br)C1CC2CCC1C2 (centres undefined) | 4 | 1.0 | 26 | -2 | -9 | -4 | 1 | 23 | 9
COc1cc(C=Nc2c(C)cc(C)cc2C)ccc1OC(C)=O | -2 | 0.7 | 15 | -1 | 7 | -1 | 18 | 5 | 6
COc1ccc(C(=O)Oc2cc(C)c(CN3CCOCC3)cc2C)cc1OC | -7 | -1.7 | 39 | 1 | 24 | 1 | 35 | 23 | 25
O=C(NNC(=S)NC(=O)c1ccccc1[N+](=O)[O-])c1ccccc1O | -3 | -1.9 | 6 | -4 | 12 | -2 | 22 | 17 | 7

Screens as filed in PubChem.
